GlmU inhibition = inhibition of mycobacterial GlmU enzyme – biochemical, glucosamine-1-phosphate acetyltransferase (AID 1376); M. tuberculosis GlmU acetyltransferase enzyme assay; higher % means a stronger effect; inhibition, %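 (tested at 30 µM in the primary screen)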; hits with a dose series show IC50 in µM; 0.25% of 220,000 active; in the data active means inhibition above about 13%;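 further: 0% = complete reaction with vehicle and 100% = reaction without substrate; strong numbers were not always called active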
RmlCD inh 1536 = inhibitors of Mycobacterium tuberculosis RmlC and RmlD coupled enzymes | inhibition, % at 3.6 µM | P9WH09+P9WH11 | RmlC+RmlD coupled enzyme assay, percent inhibition; primary screen in compound mixtures | 0.03% of 160,000 active; in the data active means inhibition mostly above about 34%, no sharp cut-off; further: some results filed as inactive read as strong as hits
Target sequence (P9WH09 whole entry, looked up): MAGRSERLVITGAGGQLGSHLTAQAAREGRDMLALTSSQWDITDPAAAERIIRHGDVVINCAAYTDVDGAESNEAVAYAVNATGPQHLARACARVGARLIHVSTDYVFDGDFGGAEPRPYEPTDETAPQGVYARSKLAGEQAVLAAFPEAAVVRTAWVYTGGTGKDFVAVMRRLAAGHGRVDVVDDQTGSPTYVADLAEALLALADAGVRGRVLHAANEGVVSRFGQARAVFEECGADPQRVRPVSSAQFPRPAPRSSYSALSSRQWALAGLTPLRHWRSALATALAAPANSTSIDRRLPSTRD
Target sequence (P9WH11 whole entry, looked up): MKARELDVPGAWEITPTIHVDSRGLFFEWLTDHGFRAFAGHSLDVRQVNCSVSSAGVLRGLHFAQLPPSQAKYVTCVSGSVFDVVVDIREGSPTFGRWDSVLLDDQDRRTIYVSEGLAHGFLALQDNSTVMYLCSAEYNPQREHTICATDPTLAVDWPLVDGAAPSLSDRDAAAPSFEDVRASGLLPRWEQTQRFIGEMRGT
An asterisk follows results filed as active; nt = no result given. An excerpt; rates above refer to the full screens.

Start of the listing, in advance:
SMILES | GlmU inhibition | RmlCD inh 1536
CC(C)(C)N(CC#CCC(O)(c1ccccc1)c1ccccc1)CCO | -1.0% | -7.6
C=C(C)C(=O)NC1=NN(c2ccccc2)C(=O)C1 | 2.4% | -9.8
CC1=NN(C(=O)c2cccc(Cn3nc(C)c([N+](=O)[O-])c3C)c2)C(O)(C(F)(F)F)C1 (stereo unspecified) | 5.8% | nt
Cc1nc2ccccn2c1/C(O)=C1\C(=O)C(=O)N(CCN(C)C)C1c1ccco1 (stereo unspecified) | 2.0% | 6.6

The whole of this part, previewed entries included:
SMILES | GlmU inhibition | RmlCD inh 1536
CC(C)(C)N(CC#CCC(O)(c1ccccc1)c1ccccc1)CCO | -1.0% | -7.6
C=C(C)C(=O)NC1=NN(c2ccccc2)C(=O)C1 | 2.4% | -9.8
CC1=NN(C(=O)c2cccc(Cn3nc(C)c([N+](=O)[O-])c3C)c2)C(O)(C(F)(F)F)C1 (stereo unspecified) | 5.8% | nt
Cc1nc2ccccn2c1/C(O)=C1\C(=O)C(=O)N(CCN(C)C)C1c1ccco1 (stereo unspecified) | 2.0% | 6.6
Cc1nc2ccc(F)cc2cc1C(=O)Nc1ccc(Cl)c(Cl)c1 | -3.1% | -7.6
CCOC(=O)C1C(=O)NC(c2ccccc2)=NC1c1ccc(Br)cc1 (stereo unspecified) | -0.3% | 3.4
Cc1ccc(CNC(=O)c2cc(-c3cc(C)cc(C)c3O)n[nH]2)cc1 | 4.1% | -0.1
CCCN(CC(=O)Nc1cccc(Br)c1)CC(=O)Nc1ccc(F)c(F)c1F | 1.4% | -2.8
CC(C)(C)S(=O)(=O)c1ccsc1C(=O)O | 0.1% | nt
Cc1ccc(C(=O)CSc2nc3cccnc3n2C)cc1 | 3.3% | -13.3
Cc1onc(-c2c(Cl)cccc2Cl)c1-c1nc2cc(Cl)ccc2c(=O)o1 | 1.8% | nt
Nc1ccc2oc(-c3ccccc3Cl)cc(=O)c2c1O | -0.2% | nt
N#Cc1ccc(/C=N/NC(=O)c2cc(-c3cccs3)nc3ccccc23)cc1 | 0.1% | -4.2
CCOc1ccc(CNC(=O)CCSCc2ccccc2F)cc1OC | 1.0% | 33.8
COc1cc(/C=N/Nc2nc3ccccc3[nH]2)cc(Br)c1OCC(=O)N(C)C | -3.0% | -16.6
CCOc1ccccc1NC1c2ccccc2C(=O)N1Cc1ccco1 (stereo unspecified) | 0.2% | -10.4
Fc1ccc(CNC(=S)Nc2ccccc2Cl)cc1 | -4.0% | -4.1
Cc1sc2ncnc(OCC(=O)NCC3CCCO3)c2c1C (stereo unspecified) | 7.3% | -2.1
NS(=O)(=O)c1ccc(NC(=S)NNC(=O)c2cccs2)cc1 | 4.2% | nt
COc1ccc(NC(=O)C2CCCO2)cc1Cl (stereo unspecified) | -1.4% | nt
CC1CCC(NC(=O)C(Cc2ccccc2)n2cccc2)CC1 (stereo unspecified) | 0.8% | nt
O=C(CCc1ccc(S(=O)(=O)NC2CCCCC2)cc1)NCc1ccccn1 | -1.3% | 2.3
Cc1ccccc1NC(=O)C(NS(=O)(=O)c1ccc2c(c1)c(=O)n(C)c(=O)n2C)c1ccccc1 (stereo unspecified) | 8.4% | nt
O=C1NC[C@H](c2ccccc2)N(CCc2cc(C(F)(F)F)cc(C(F)(F)F)c2)C1=O | 4.4% | -6.5
Cc1ccc(Cn2c(=O)n(CCC(=O)NCc3ccc4c(c3)OCO4)c(=O)c3ccccc32)cc1 | -0.4% | nt
Fc1ccc(CSc2nnc(-c3cccnc3)o2)cc1 | -1.5% | -3.0
O=C(Cn1cnc2ccccc2c1=O)c1c[nH]c2ccccc12 | -0.8% | nt
CC(C)c1ccc(CN2CCN(C(=O)CCl)CC2)cc1 | -3.6% | nt
CCN(CC)S(=O)(=O)c1ccc(N(C)Cc2cccnc2)nc1 | 0.4% | -3.2
CC1(C(=O)NCCCNc2ncc(C(F)(F)F)cc2Cl)C=CCN1C(=O)c1ccccc1 (stereo unspecified) | 2.5% | nt
COC(=O)CSC1=C(C#N)C(c2cccc(F)c2)CC(=O)N1 (stereo unspecified) | -2.8% | 2.8
Cc1oc(/N=C/c2ccc(Cl)cc2Cl)c(C#N)c1C | -2.5% | 12.1
COC(=O)Nc1nnc(/C=C/c2ccc(OC)cc2)s1 | -2.0% | -3.3
COc1ccccc1CN1CCN(Cc2nc(Cc3ccccc3)no2)CC1 | 0.8% | -14.8
Cc1nnsc1C(=O)NNc1ccc(C(C)(C)C)cc1 | -5.2% | 9.7
CCCOC(=O)C1[C@H]2C(=O)N(Cc3ccco3)C[C@]23C=C[C@H]1O3 (stereo partly specified) | -1.1% | nt
Cc1c(C)n(C(=O)CN2CCC(C)CC2)c2ccccc12 | -3.8% | 7.3
COc1cccc(NC2=CC(=O)CC(C)(C)C2)c1 | 0.2% | 104.7
Fc1ccc(CSc2nc3ccccc3[nH]2)c2ccccc12 | 0.4% | nt
O=C(NCc1ccccc1)OCCN1CCN(Cc2ccccc2)CCC1=O | 2.5% | nt
COc1cc(OC)cc(C(=O)Nc2ccc(-c3nc4ccccc4o3)c(O)c2)c1 | -0.6% | nt
COc1cc(NC(=O)C2CCCN2S(=O)(=O)c2cccc3cccnc23)cc(OC)c1OC (stereo unspecified) | nt | 4.0
Cc1cc(CCN2CCC(=O)NC2=O)ccc1OC(C)C | -1.3% | nt
Cc1c(Br)c([N+](=O)[O-])nn1CC(=O)NCc1cccs1 | 1.9% | 9.2
Cc1cccc(-c2nnc(SCC#N)n2Cc2ccccc2)c1 | 6.1% | nt
CC(=O)Nc1ncc(Cc2cccc(Cl)c2)s1 | 0.6% | nt
COc1ccccc1C(=O)Nc1ccc2oc(-c3ccc(F)cc3)nc2c1 | 1.7% | -7.0
CCOC(=O)c1cnn(CCOC(=O)c2ccc(OC)cc2)c1NC(=O)c1ccc(OC)cc1 | -5.8% | -3.7
O=C(Nc1cc(S(=O)(=O)N2CCCCC2)ccc1N1CCOCC1)c1cc(=O)[nH]c2ccccc12 | -2.4% | 8.1
CC1CCC(C(C)C)C(=O)/C1=C/c1ccc(N)cc1 (stereo unspecified) | 1.5% | -1.7
Cc1cccc2sc(NNC(=O)C3=COCCO3)nc12 | 7.5% | -11.0
CCCCn1c(O)c(/C=N/N2CCOCC2)c(=O)[nH]c1=S | -0.1% | 5.1
N#Cc1cc2sc3nc4ccccc4n3c2cc1C#N | 3.3% | 14.7
Nc1nonc1NC(=O)CSc1ncccc1C(=O)O | -0.5% | nt
CC(C)[N+](C)(C)CC(O)CN(c1ccccc1)c1ccccc1 (stereo unspecified) | 4.1% | -14.1
N/C(=N\OC(=O)/C=C/c1ccccc1)c1ccc(Cl)cc1 | 2.1% | -11.9
COc1ccc(N2CCN(C(=S)Nc3ccc(C)cc3)CC2)cc1 | 1.9% | 4.0
O=C(OC(C(=O)NCc1cccs1)c1ccc(F)cc1)c1ccco1 (stereo unspecified) | -3.5% | nt
O=C(Nc1ccccc1)Nc1ccc(Oc2cccnc2)nc1 | -1.5% | -7.7
Cc1cc(N2CCOCC2)nc2ccc(NC(=O)C3CCC(C)CC3)cc12 (stereo unspecified) | -2.7% | nt

Retrieved one by one from above, two records:
SMILES | GlmU inhibition | RmlCD inh 1536
CC(C)(C)S(=O)(=O)c1ccsc1C(=O)O | 0.1% | nt
Cc1c(Br)c([N+](=O)[O-])nn1CC(=O)NCc1cccs1 | 1.9% | 9.2

(next part)
SMILES | GlmU inhibition | RmlCD inh 1536
O=S(=O)(Nc1cccc(-c2cn3ccsc3n2)c1)c1ccc(F)cc1 | 3.6% | -46.5
Cc1ccc2c(n1)sc1c(-c3ccc(Br)cc3)c(C#N)c(N)nc12 | 2.1% | nt
O=C(NCC12CC3CC(CC(C3)C1)C2)c1nc2ncccn2n1 | -0.2% | -6.7
COc1ccccc1N1CCN(CC(O)COCCOc2ccc(Br)cc2)CC1 (stereo unspecified) | -3.9% | 4.7
COc1ccc(S(=O)(=O)N2CCCCC2)cc1NC(=O)c1cc(C)on1 | -2.5% | 6.4
COC(=O)c1sccc1NC(=O)c1c(C)noc1C | 2.2% | 4.5
O=C(CN1CCCCCC1)Nc1ccc(Oc2ccccc2)cc1 | -2.3% | 2.7
Cc1ccc(/C=N/NC(=O)c2ccc(Br)o2)s1 | 0.7% | 7.8
CN(C)CCCN1C(=O)c2oc3ccc(Cl)cc3c(=O)c2C1c1cccnc1 (stereo unspecified) | -5.6% | nt
O=C(Nn1c(-c2ccccc2)nc2ccccc2c1=O)c1cccs1 | -8.4% | -4.2
O=C(N/C=C/n1cnc2cc(C(F)(F)F)ccc21)c1ccccc1F | 3.4% | 1.7
CN(CC(=O)Nc1ccc(OC(F)(F)F)cc1)C1CCCCC1 | 0.9% | 5.4
CCCn1c(C)cc(C(=O)COC(=O)CN=C2NS(=O)(=O)c3ccccc32)c1C | 6.2% | 9.3
Cc1cc(=O)oc2cc(OCC(=O)Nc3ccc(S(=O)(=O)N(C)C)cc3)ccc12 | 5.7% | 5.5
Cc1ccc(NC(=O)NNc2cccc(Cl)n2)cc1 | 4.3% | 5.8
Cc1onc(-c2ccccc2)c1C(=O)NC(=S)NNC(=O)c1cc(-c2ccc(F)cc2)n[nH]1 | -3.1% | 109.8
COc1nccnc1NS(=O)(=O)c1ccc(N/C=C2\CCCCC2=O)cc1 | -6.3% | -6.5
CNC(=S)N1CCC(NC(=O)C23CC4CC(CC(C4)C2)C3)CC1 | 0.3% | -6.5
C=CCn1c(=NC(=O)c2sc3ccccc3c2Cl)sc2cc(S(N)(=O)=O)ccc21 | 5.4% | -12.7
CCN1C/C(=C/c2cccc([N+](=O)[O-])c2)C(=O)/C(=C/c2cccc([N+](=O)[O-])c2)C1 | -7.9% | 5.4

Exported in CSV form: 4 of the compounds above.
Structure,GlmU inhibition,RmlCD inh 1536
Cc1onc(-c2ccccc2)c1C(=O)NC(=S)NNC(=O)c1cc(-c2ccc(F)cc2)n[nH]1,-3.1%,109.8
COc1nccnc1NS(=O)(=O)c1ccc(N/C=C2\CCCCC2=O)cc1,-6.3%,-6.5
CNC(=S)N1CCC(NC(=O)C23CC4CC(CC(C4)C2)C3)CC1,0.3%,-6.5
C=CCn1c(=NC(=O)c2sc3ccccc3c2Cl)sc2cc(S(N)(=O)=O)ccc21,5.4%,-12.7

The listing continues.
SMILES | GlmU inhibition | RmlCD inh 1536
CC(C)NC(=O)NC1C2CC3CC(C2)CC1C3 (stereo unspecified) | -12.5% | 0.6
CCOC(=O)c1cc2c(c(CSc3nc4ccccc4c(=O)n3Cc3ccco3)c1)OCOC2 | -3.0% | -8.2
CCc1ccc(S(=O)(=O)NCCc2csc(-c3ccccc3)n2)s1 | 3.1% | nt
Cc1ccc(C(=O)CCC(=O)Nc2cccc(C(F)(F)F)c2)cc1 | -1.9% | -4.0
O=C(NC(=S)Nc1ccc(F)cc1)c1ccc2c(c1)OCCO2 | 0.0% | -6.5
CCOc1nc(CC(C)C)c2c(c1C#N)CC(C)(C)OC2 | -1.8% | 32.6
CC1=C(C(=O)Nc2nc3ccccc3s2)C(c2ccco2)C(C#N)=C(SCC(=O)NC2CCCCC2)N1 (stereo unspecified) | -5.2% | 0.4
Cn1cc(S(=O)(=O)N2CCN(c3ccccc3F)CC2)c(=O)n(C)c1=O | -3.5% | 5.8
N#Cc1c(Cl)nc(Cl)c2c1CCN(Cc1ccccc1)C2 | 8.8% | -2.2
CCOC(=O)C1=C(CC)NC2=C(C(=O)CCC2)C1c1ccc(OC)c(OC)c1 (stereo unspecified) | -4.9% | 2.8
O=C(c1cccc(NS(=O)(=O)c2cccc([N+](=O)[O-])c2)c1)N1CCOCC1 | -5.0% | 5.8
O=C(O)C1NCCc2ccccc21 (stereo unspecified) | 3.6% | 44.1
CCOc1ccc(S(=O)(=O)N(CC(=O)NC2CCCCC2C)Cc2ccco2)cc1 (stereo unspecified) | -1.8% | 51.0
CN(C(=O)C1CCOC1)c1nnc(-c2ccccn2)s1 (stereo unspecified) | 0.3% | -8.2
CCOC(=O)c1cn(CC2CC2)c2cc(F)c(F)cc2c1=O | -0.2% | -15.0
COc1ccc(NC(=O)c2cccc(NC(=O)C(C)C)c2)c([N+](=O)[O-])c1 | -4.8% | -2.8
C=Cn1c(N2CCOCC2)nc2c1c(=O)[nH]c(=O)n2C | 4.3% | -1.1
CCOc1ccc(Cl)cc1S(=O)(=O)N1CCN(c2ccc(C)c(C)c2)CC1 | -4.4% | nt
CN=C1SC(CC(=O)Nc2ccccc2F)C(=O)N1/N=C/c1ccc(O)c(OC)c1 (stereo unspecified) | -1.2% | 8.5
N/C(=N\OC(=O)/C=C/c1ccccc1Cl)c1cccnc1 | 3.4% | -10.6
CCCCCC(=O)Nc1ccc2oc(-c3cncc(Br)c3)nc2c1 | 1.1% | -8.0
C=CCn1c(COc2ccccc2)nnc1SCC(=O)C(C)(C)C | -5.5% | -3.2
O=[N+]([O-])c1nn(-c2ccc3c(c2)OCCO3)n(O)c1=NC1CCCCC1 | -0.7% | -6.9
Cc1ccc(CN2CCN(Cc3nc4ccccc4nc3C)CC2CCO)cc1 (stereo unspecified) | -9.0% | nt
COc1ccc(/C=N/NC(=O)c2cccc([N+](=O)[O-])c2)cc1OC(=O)c1ccc(C)cc1 | 4.3% | -3.0
Clc1ccc(-c2nnc3sc(Cc4cccs4)nn23)cc1 | 2.5% | nt
O=C(Nc1cnn(C23CC4CC(CC(C4)C2)C3)c1)c1cc(-c2ccccc2)on1 | 3.7% | nt
CCC1=NN2C(=N)/C(=C\c3cccn3-c3cccc(Cl)c3)C(=O)N=C2S1 | 5.0% | -6.7
O=[N+]([O-])c1ccccc1C1Nc2cccc3cccc(c23)N1 | -0.5% | 8.8
COCCNC(=O)C(c1ccc(F)cc1)N(CC1CCCO1)C(=O)CCC(=O)Nc1ccccn1 (stereo unspecified) | -0.5% | 6.2
O=S(=O)(c1ccc(Cl)cc1)N1CCC(O)(c2cccnc2)CC1 | 8.3% | 10.8
O=C(Nc1nc(-c2cccc3ccccc23)cs1)c1cnccn1 | 2.1% | -9.3
O=S(=O)(NCc1ccc(F)cc1)c1ccc2c(c1)OCCO2 | 4.8% | -8.8

Source: PubChem BioAssay
